uPA surface inh: qHTS for Inhibitors of Cell Surface uPA Generation; cell surface uPA generation assay, qHTS; hit rate 0.31% among 330,000; Potency, µM (highest dose often 38.3 µM), for the others: at the highest dose activity change, negative = inhibition, most hits filed as inhibitors; active = well fitted inhibition curve with a large enough effect; inconclusive = small, poorly fitted or top-dose-only effect; inactive = no such curve, though single readings can be large or run the other way; tested in mouse RAW 264.7 cells; also: % is scaled to controls: 0 for no effect and ±100 for the full control effect; nearly all actives have a fitted effect of over 55% in size
NPC1 prom act: qHTS Assay for NPC1 Promoter Activators; Huh7 NPC1 promoter luciferase reporter, 24 h; Potency, µM (highest dose often 9.22 µM), without a hit: at the top dose activation, hits mostly activators; hit rate 2.4% among 320,000; AID 485313, 2010;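 also: % of control where 0% means no effect; nearly all actives have a fitted effect of over 60% in size; reporter is driven by a mutant NPC1 promoter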
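Huh7 reporter cells (NPC1 promoter driving luciferase) are dosed with compound for 24 h at 37 °C, 5% CO2; luciferase detection reagent is then added and luminescence measured after 10 min at ambient temperature.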
p53 reactivator: qHTS assay for re-activators of p53 using a Luc reporter. H1299 p53-A138V BP100-luciferase reporter, luminescence, 24 h. hit rate 0.063% among 320,000. Potency, µM (series often up to 92.2 µM), without a hit: top-dose activity change, positive = activation, most hits filed as activators; also: % of control where 0% means no effect; nearly all actives have a fitted effect of over 45% in size
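p53-null H1299 cells stably carrying temperature-sensitive p53-A138V and a BP100-luciferase reporter were pinned with compounds (4-point, 1:5 series) and held 24 hrs at 37 deg C. Luminescence was read 10 min after detection reagent.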
Gal4-VP16 FLuc: VP16 counterscreen qHTS for inhibitors of ROR gamma transcriptional activity; Drosophila S2 Gal4-VP16 UAS-luciferase, luminescence, 20 h; Potency, µM (highest dose often 53.6 µM), for the others: at the highest dose activity, negative = inhibition, actives largely listed as inhibitors; AID 2546, 2010; hit rate 3.5% among 310,000;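 also: Gal4-VP16 expression switched on by copper sulfate through the metallothionein promoter; % is scaled to controls: 0 for no effect and ±100 for the full control effect; nearly all actives have a fitted effect of over 50% in size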
Rab9 prom act: qHTS Assay for Rab9 Promoter Activators; Potency, µM (series often up to 9.22 µM), inactives show at the highest dose activation, negative = inhibition, hits mostly activators; Huh7 Rab9 promoter-luciferase reporter, luminescence, 24 h; hit rate 2.8% among 320,000; also: % of control where 0% means no effect; nearly all actives have a fitted effect of over 60% in size
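Cell-based reporter: Huh7 stable for Rab9 promoter-driven luciferase, plated in reduced-serum medium with 10% FBS at 1500 cells/well, compound-treated 24 h at 37 °C, luminescence read after 10 min reagent.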
FLuc modulator: qHTS profiling assay for firefly luciferase inhibitor/activator using purifed enzyme and Km concentrations of substrates (counterscreen for miR-21 project). hit rate 6.9% among 360,000. purified FLuc, Km substrates, luminescence inhibition. Potency, µM (titrated, usually from 57.5 µM), for the others: top-dose activity change, negative = inhibition, actives largely listed as inhibitors. Luciferin 4-monooxygenase (Photinus pyralis), P08659;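 also: plate controls were vehicle for no effect and reference inhibitor for full effect; nearly all actives have a fitted effect of over 55% in size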
Target sequence (P08659 whole entry, looked up): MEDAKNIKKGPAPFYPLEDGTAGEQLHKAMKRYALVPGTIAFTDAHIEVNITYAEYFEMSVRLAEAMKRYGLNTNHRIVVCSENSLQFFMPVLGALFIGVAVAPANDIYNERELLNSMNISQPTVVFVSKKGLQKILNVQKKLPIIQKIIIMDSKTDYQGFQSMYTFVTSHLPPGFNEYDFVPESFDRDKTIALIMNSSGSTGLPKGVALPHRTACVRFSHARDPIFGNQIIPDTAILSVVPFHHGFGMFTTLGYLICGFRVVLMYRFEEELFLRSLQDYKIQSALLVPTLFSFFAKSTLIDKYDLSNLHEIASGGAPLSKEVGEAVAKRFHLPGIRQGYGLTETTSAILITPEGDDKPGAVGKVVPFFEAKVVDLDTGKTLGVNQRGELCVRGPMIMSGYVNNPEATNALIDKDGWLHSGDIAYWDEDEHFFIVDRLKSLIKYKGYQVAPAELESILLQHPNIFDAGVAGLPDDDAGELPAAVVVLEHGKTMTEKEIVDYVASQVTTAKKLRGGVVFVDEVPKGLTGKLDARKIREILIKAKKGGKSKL
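Biochemical qHTS of compounds, final roughly 60 µM downward over six points, against 10 nM purified firefly luciferase using Km concentrations of substrates (10 uM D-luciferin, 10 uM ATP) in Tris acetate pH 7.5 buffer; luminescence output.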
MBNL1 CUG block: qHTS Assay for Inhibitors of MBNL1-poly(CUG) RNA binding. hit rate 0.036% among 280,000. TR-FRET MBNL1-His/biotin-(CUG)12 binding, 665/545 ratio. Potency, µM (top dose mostly 57.5 µM), without a hit: at the highest dose activity change, negative = inhibition, most hits filed as inhibitors; active = well fitted inhibition curve with a large enough effect in the signal ratio, with a control signal flat, not every such curve was filed as active; inconclusive = small, poorly fitted or top-dose-only effect, or effect the other way, or a change in a side signal; inactive = no such curve, though single readings can be large or run the other way; the % refers to the signal ratio; also: % is scaled to controls: 0 for no effect and ±100 for the full control effect
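TR-FRET between His-tagged MBNL1 and biotin-(CUG)12 RNA, detected with Tb anti-His antibody (0.055 ng/ul) and streptavidin-XL665 (5 nM), 60 min at room temperature. Compounds titrated 92 nM to 58 uM; 665/545 nm ratio normalized to buffer and complex controls.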
MLL CXXC-DNA inh: qHTS Fluorescence Polarization Assay for Inhibitors of MLL CXXC domain - DNA interaction | Histone-lysine N-methyltransferase 2A (Homo sapiens), Q03164 | MLL-CXXC / FITC-HOXA9 DNA fluorescence polarization | Potency, µM (series often up to 115 µM), for the others: at the top dose activity change, negative = inhibition, hits mostly inhibitors | hit rate 0.037% among 290,000; active = well fitted inhibition curve with a large enough effect in the polarisation, with a control signal flat, not every such curve was filed as active; inconclusive = small, poorly fitted or top-dose-only effect, or effect the other way, or a change in a side signal; inactive = no such curve, though single readings can be large or run the other way; the % refers to the polarisation
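Fluorescence polarization: 7 uM MLL-CXXC (stock) preincubated 5 min with compounds, then 50 nM fluorescein-HOX-A9 DNA (stock) added; 30 min ambient. Buffer 50 mM Tris-HCl pH 7.5, 50 mM NaCl, 1 mM DTT, 0.05% BSA.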
RORgamma inh: qHTS for inhibitors of ROR gamma transcriptional activity | Nuclear receptor ROR-gamma (Mus musculus), P51450 | hit rate 5.4% among 310,000 | Drosophila S2 Gal4-RORgamma UAS-luciferase reporter, 20 h | Potency, µM (doses to about 53.6 µM), for the others: top-dose activity change, negative = inhibition, hits mostly inhibitors; also: % is scaled to controls: 0 for no effect and ±100 for the full control effect; nearly all actives have a fitted effect of over 60% in size
Target sequence (P51450 whole entry, looked up, the tested form may be a part): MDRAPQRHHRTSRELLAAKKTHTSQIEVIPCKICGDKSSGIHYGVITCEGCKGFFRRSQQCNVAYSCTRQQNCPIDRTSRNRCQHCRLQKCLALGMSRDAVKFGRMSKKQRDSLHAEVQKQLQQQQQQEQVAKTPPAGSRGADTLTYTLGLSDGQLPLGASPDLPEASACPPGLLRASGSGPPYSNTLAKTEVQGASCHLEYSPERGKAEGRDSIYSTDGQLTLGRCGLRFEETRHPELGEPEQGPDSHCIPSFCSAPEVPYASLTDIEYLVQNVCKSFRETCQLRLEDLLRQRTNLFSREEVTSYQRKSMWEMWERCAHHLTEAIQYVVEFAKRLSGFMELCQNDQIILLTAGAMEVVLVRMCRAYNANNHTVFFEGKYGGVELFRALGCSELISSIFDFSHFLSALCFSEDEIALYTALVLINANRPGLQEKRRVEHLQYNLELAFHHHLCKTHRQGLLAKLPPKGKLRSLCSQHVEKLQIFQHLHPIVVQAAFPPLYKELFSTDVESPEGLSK
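Drosophila Schneider cells stably carrying a metallothionein-driven Gal4 DBD–ROR gamma fusion and a UAS-Photinus luciferase reporter were exposed to compound for 1 hr, then induced with copper sulfate (700 uM final) for 20 hr at ambient temperature before luminescence reading.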
ELG1 genotoxic: qHTS screen for small molecules that induce genotoxicity in human embryonic kidney (HEK293T) cells expressing luciferase-tagged ELG1 | HEK293T ELG1-luciferase reporter, luminescence, 16 h | Potency, µM (highest dose often 46 µM), inactives show at the highest dose activity change, positive = activation, actives largely listed as activators | hit rate 1.3% among 330,000; also: % of control where 0% means no effect; nearly all actives have a fitted effect of over 60% in size
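Screening used a luciferase reporter fused to human ELG1 in HEK293T cells. Luminescence was read on a CCD plate imager after 16 hr exposure and 30 min ONE-Glo incubation.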
BRCA1 expr act: qHTS Assay to Identify Small Molecule Activators of BRCA1 Expression; MCF7-BRCA1-FFLuc reporter, luminescence, 48 h; response scale: scaled: vehicle 0%, 10 µM genistein 100%; Potency, µM (series often up to 46.1 µM), for the others: top-dose activation, usual class: activators; hit rate 1.1% among 380,000; AID 624202, 2012; also: nearly all actives have a fitted effect of over 80% in size; some results filed as inactive show a strong effect at the top dose
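Reporter cells (MCF7, BRCA1 promoter-firefly luciferase) received library compounds across a concentration series for 48 h. End-point luminescence was measured and concentration-effect curves derived after normalization.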
* marks the source's active call; other numbers are inactive results; ? = inconclusive; nt = no result given; [ ] = remark or other dose. Unless noted, calls follow the shape of the dose curve; as a rule, active = well fitted curve in the direction sought with a large enough effect; inconclusive = small, poorly fitted or top-dose-only effect, or another doubt; inactive = no such curve, though single readings can be large; an effect the other way counts as inactive or inconclusive. Potency is read from the fitted curve at half-maximal effect. The list is partial, so the mix of outcomes need not match the whole.

SMILES	uPA surface inh	NPC1 prom act	p53 reactivator	Gal4-VP16 FLuc	Rab9 prom act	FLuc modulator	MBNL1 CUG block	MLL CXXC-DNA inh	RORgamma inh	ELG1 genotoxic	BRCA1 expr act
COc1ccc(-c2csc(NC(=O)c3ccoc3C)n2)cc1	3.4%	?	4.9%	?	?	12µM*	-3.2%	21.5%	-5.0%	?	?
CCCCCCCC(=O)NNC(=O)c1ccc([N+](=O)[O-])cc1	nt	1.2%	2.9%	-3.6%	-4.3%	2.9%	?	0.7%	-29.5%	-2.7%	6.7%
COc1ccc(NC(=O)CN(C)C(=O)c2cc(-c3ccccc3)nc3ccccc23)cc1	4.3%	-1.7%	-7.5%	nt	0.4%	?	nt	nt	nt	-31.7%[inhibitor]	-34.5%
Cc1ccc(C(=O)NC(=S)Nc2c(C)ccc3nsnc23)cc1	0.9%	0.3%	-5.0%	?	-1.7%	-12.8%	nt	9.3%	10µM*	-3.2%	-35.9%
Cc1nc(S/C(=C/c2ccc(-c3cccc(Cl)c3)o2)C(=O)O)n[nH]1	1.3%	0.2%	1.3%	3.55µM*	3.6%	5.36µM*	6.4%	23.0%	1.26µM*	-4.4%	-17.1%
CCN(CC)S(=O)(=O)c1ccc2oc(C(=O)NCc3ccc(F)cc3)c(C)c2c1	-1.5%	-3.6%	-0.5%	4.9%	-6.9%	4.9%	8.6%	-0.9%	-1.4%	-7.7%	-69.1%
COc1ccc(OC)c(/C=N/NC2=NS(=O)(=O)c3ccccc32)c1	-8.6%	4.0%	-1.2%	11.1%	3.1%	5.4%	3.5%	1.5%	-9.2%	11.5%	9.9%
COc1ccccc1C(=O)N/C(=C\c1cn(C)c2ccccc12)C(=O)NCCCn1ccnc1	-3.8%	22.2%	1.7%	0.2%	-0.5%	-11.1%	?	9.5%	-1.0%	-3.9%	-21.1%
CCOc1ccccc1NC(=O)NC1CCCCCCC1	3.0%	1.5%	10.2%	0.4%	0.1%	?	1.4%	0.6%	-21.3%	4.3%	9.9%
CSCCC(NS(=O)(=O)c1ccc2c(c1)OCCO2)C(=O)NCCc1ccccn1 (configuration not stated)	-3.0%	0.7%	-2.9%	-1.8%	6.0%	-0.6%	-11.5%	-2.5%	-37.2%	0.2%	-5.5%
O=C(NC(=S)N1CCCC1)c1ccccc1F	1.5%	-1.4%	-3.1%	nt	0.8%	7.3%	nt	nt	nt	-1.2%	-0.5%
COc1ccccc1CC(=O)Nc1cccc2ccccc12	2.5%	-2.7%	-4.7%	-7.8%	1.6%	3.4%	3.3%	0.1%	26.0%	0.0%	-1.2%
CC(C(=O)NC1CCCC1)N(Cc1ccc2c(c1)OCO2)C(=O)c1snc(C(N)=O)c1N (configuration not stated)	4.5%	16.4%	7.8%	-5.1%	-2.1%	1.9%	?	-2.5%	-15.4%	3.5%	-5.8%
O=C(O)C1CC=CCC1C(=O)c1ccccc1 (configuration not stated)	4.2%	-1.6%	-4.5%	1.1%	2.4%	-0.4%	-5.3%	2.3%	15.0%	-0.9%	3.6%
Cc1cc(NC(=O)C2CC2)n(-c2nc3ccccc3s2)n1	-3.7%	-0.7%	1.9%	21.0%	18.2%	15.1µM*	-6.8%	5.0%	?	7.5%	19.1%
O=C(O)c1sccc1NC(=O)c1c(Cl)cccc1Cl	1.2%	3.1%	-1.9%	0.4%	-0.7%	2.2%	-1.9%	-0.5%	8.5%	-3.4%	-30.8%
CN(C)S(=O)(=O)c1cccc(NC(=S)N/N=C/c2cccc(O)c2)c1	9.2%	1.1%	-3.4%	?	1.1%	-8.3%	-0.3%	-4.5%	8.91µM*	-18.8%	-19.7%
O=C(O)Cn1cc2c(n1)CCCCC2	0.3%	0.5%	3.7%	-3.2%	-7.3%	1.1%	-2.7%	9.1%	1.5%	2.8%	3.2%
O=C(O)c1c(N2CCCCC2)ccc([N+](=O)[O-])c1N1CCCCC1	12.5%	-1.8%	-1.3%	-7.4%	-3.0%	2.3%	?	7.1%	-19.4%	-3.9%	-8.6%
CC1=C(C)[N+](=O)C2(O)CCCCC2(C)N1[O-] (configuration not stated)	-2.8%	0.0%	-1.1%	-1.5%	nt	-1.6%	2.2%	-6.9%	25.0%	1.0%	10.0%
COc1ccc2c(c1)CCc1c-2nc2ccccc2c1N1CCOCC1	-5.5%	1.4%	2.7%	?	17.4%	5.36µM*	2.5%	-3.2%	0.0%	4.3%	-0.7%
CN1CCC/C1=C1/C(=O)N(c2ccccc2)N=C1NC(=O)Nc1cccc(Cl)c1	-1.1%	-4.5%	15.8%	9.4%	-1.8%	2.7%	-1.5%	-6.8%	27.7%	2.7%	2.7%
COCc1cc(C)n(CC(=O)Nc2ccc(Cl)cc2Cl)c(=O)c1C#N	-2.5%	0.9%	-0.7%	4.4%	-1.8%	-0.2%	0.2%	0.8%	41.4%	0.4%	1.5%
COc1ccc(C(=O)CC(=O)C(=O)Nc2ccccc2OC)cc1	-14.5%	-0.8%	7.0%	4.47µM*	8.3%	-10.6%	4.8%	?	5.62µM*	-5.5%	24.7%
Cc1cc(=O)[nH]c2ccc(S(=O)(=O)N3CCOCC3)cc12	-2.1%	-5.3%	0.0%	1.3%	-3.3%	-0.3%	1.7%	-7.6%	-7.6%	?	-1.3%

Next part
SMILES	uPA surface inh	NPC1 prom act	p53 reactivator	Gal4-VP16 FLuc	Rab9 prom act	FLuc modulator	MBNL1 CUG block	MLL CXXC-DNA inh	RORgamma inh	ELG1 genotoxic	BRCA1 expr act
CCOc1ccc(OCC)c(-c2c(=O)n(OCc3ccc(Cl)cc3)c3ccccc3[n+]2[O-])c1	nt	-0.4%	-4.0%	-11.8%	0.0%	-9.1%	?	19.3%	26.2%	-4.7%	-30.6%
O=C(Nc1cc(F)ccc1F)C1CCCN(c2ncnc3c2nc2n3CCCCC2)C1 (configuration not stated)	3.7%	-7.4%	0.3%	3.8%	-2.5%	-2.3%	6.3%	6.8%	36.8%	-7.7%	-3.5%
O=c1c(Cl)c(NCc2ccccc2)cnn1C12CC3CC(CC(C3)C1)C2	-5.2%	-10.0%	-8.8%	-8.5%	-2.6%	-9.6%	nt	-3.0%	26.9%[10 µM]	-3.4%	17.4%
Cc1cc(C)c(NC(=O)CNC(=O)c2ccccc2OCc2c(C)noc2C)c(C)c1	-99.1%	-4.7%	6.6%	nt	-0.1%	9.0%	nt	nt	nt	3.3%	-13.8%
Cc1ccc(NC(=O)Cc2nnc(SCC(=O)Nc3nncs3)n2C)c(C)c1	2.6%	1.0%	4.5%	2.3%	-1.9%	-2.4%	-4.5%	24.6%	-32.1%	2.7%	4.5%
CCOc1ccccc1/C=c1\sc2ncnn2c1=O	-0.7%	2.4%	-2.8%	0.4%	0.8%	-3.1%	-2.9%	-6.2%	-20.2%	0.1%	0.2%
O=C(CCc1nnc(Cc2c[nH]c3ccccc23)o1)NCC1CC12CCCCC2 (configuration not stated)	4.3%	1.1%	1.3%	2.0%	10.4%	-8.2%	-6.7%	-6.1%	20.4%	-0.9%	-4.1%
Cc1nn(-c2ccc(C(=O)O)cc2)c(=O)c2ccccc12	-4.5%	-2.4%	4.5%	7.7%	2.0%	-0.7%	4.2%	-5.2%	29.7%	2.9%	0.0%
O=C(Cc1c(F)cccc1Cl)Nc1ccccc1C(=O)N1CCOCC1	-13.2%	3.3%	-1.1%	3.7%	6.9%	6.8%	5.4%	?	-8.9%	-1.6%	-2.9%
FC(F)Oc1ccccc1/C=N/n1cnc2ccccc21	-1.8%	1.1%	0.8%	?	25.2%	23.9µM*	1.7%	2.2%	?	10.8%	77.8%

Exported as comma-separated lines: 2 of the compounds above
Structure,uPA surface inh,NPC1 prom act,p53 reactivator,Gal4-VP16 FLuc,Rab9 prom act,FLuc modulator,MBNL1 CUG block,MLL CXXC-DNA inh,RORgamma inh,ELG1 genotoxic,BRCA1 expr act
Cc1ccc(NC(=O)Cc2nnc(SCC(=O)Nc3nncs3)n2C)c(C)c1,2.6%,1.0%,4.5%,2.3%,-1.9%,-2.4%,-4.5%,24.6%,-32.1%,2.7%,4.5%
CCOc1ccccc1/C=c1\sc2ncnn2c1=O,-0.7%,2.4%,-2.8%,0.4%,0.8%,-3.1%,-2.9%,-6.2%,-20.2%,0.1%,0.2%
